Hsp90 Hop PPI = changes Hsp90-Hop TPR2A binding signal, up or down. AlphaScreen TPR2A-His6 binding biotin-Hsp90 C-terminal peptide. Potency, µM (doses to about 57 µM), for the others: top-dose activity change, negative = inhibition. 71,000 tested, 0.44% active. AID 595; active = well fitted curve in either direction with a large enough effect; inconclusive = small, poorly fitted or top-dose-only effect, or another doubt; also: potency is read from the fitted curve at half-maximal effect; % is scaled to controls: 0 for no effect and ±100 for the full control effect; many of its hits are not listed in these tables
UbGFP stabilizer = inhibits proteasome, raising ubiquitin-GFP reporter fluorescence; Ubiquitin-GFP reporter cells, proteasome inhibition, GFP fluorescence; response scale: untreated = 0%, 10 µM MG-132 = 100%; Potency, µM (doses to about 45.9 µM), without a hit: at the top dose activation (GFP accumulation), usual class: activators; 67,000 tested, under 10 active; active = well fitted activation curve with a large enough effect, not every such curve was filed as active; inconclusive = small, poorly fitted or top-dose-only effect, or another doubt; inactive = no such curve, though single readings can be large or run the other way; also: potency is read from the fitted curve at half-maximal effect
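U2OS cells stably expressing ubiquitin(G76V)-GFP, seeded overnight in 0.5% FBS medium, were exposed to compounds (qHTS, 46 uM to 2.9 nM) for 4 hr at 37 °C. GFP-positive cells were counted by laser cytometry (488 ex/515 em), normalized between basal and 10 uM MG-132.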
DNA Pol III inh = blocks replication by bacterial DNA polymerase III holoenzyme; reconstituted DNA polymerase III holoenzyme replication, biochemical; Potency, µM (highest dose often 57.1 µM), without a hit: top-dose activity change, negative = inhibition; 71,000 tested, 0.25% active; also: potency is read from the fitted curve at half-maximal effect; % is scaled to controls: 0 for no effect and ±100 for the full control effect
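Reconstituted *E. coli* holoenzyme (0.35 nM Pol III, 1 nM beta, 154 nM SSB, 2 nM primase) was preincubated with compound for 15 min at RT. Synthesis on 1.4 nM ssM13Gori ran 35 min, then was stopped with PicoGreen/EDTA and read as dsDNA fluorescence.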
4MU fluor = compound fluoresces in the 4-MU spectral region. compound autofluorescence, 340/450 nm, 4-MU equivalents; active compounds read high. max dye-equivalent concentration, M. 59,000 tested, 11% active. AID 589; in the data active = max dye-equivalent concentration above about 10 nM; inconclusive = mostly about 1.1 nM to 9.6 nM
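Compounds in 100 mM Tris, pH 8.0, sat 15 min at room temperature before fluorescence was read at 340 nm excitation/450 nm emission; a per-plate six-point 4-MU standard curve converted signals to dye-equivalent concentration at each compound concentration.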
15-hLO inh = inhibitors of human 15-lipoxygenase (ALOX15); P16050; purified 15hLO-1, xylenol orange hydroperoxide absorbance; 74,000 tested, 1.4% active; Potency, µM (highest dose often 57.1 µM), for the others: top-dose activity change, negative = inhibition, usual class: inhibitors; also: potency is read from the fitted curve at half-maximal effect; % is scaled to controls: 0 for no effect and ±100 for the full control effect; nearly all actives have a fitted effect of over 55% in size
Target sequence (P16050 whole entry, looked up): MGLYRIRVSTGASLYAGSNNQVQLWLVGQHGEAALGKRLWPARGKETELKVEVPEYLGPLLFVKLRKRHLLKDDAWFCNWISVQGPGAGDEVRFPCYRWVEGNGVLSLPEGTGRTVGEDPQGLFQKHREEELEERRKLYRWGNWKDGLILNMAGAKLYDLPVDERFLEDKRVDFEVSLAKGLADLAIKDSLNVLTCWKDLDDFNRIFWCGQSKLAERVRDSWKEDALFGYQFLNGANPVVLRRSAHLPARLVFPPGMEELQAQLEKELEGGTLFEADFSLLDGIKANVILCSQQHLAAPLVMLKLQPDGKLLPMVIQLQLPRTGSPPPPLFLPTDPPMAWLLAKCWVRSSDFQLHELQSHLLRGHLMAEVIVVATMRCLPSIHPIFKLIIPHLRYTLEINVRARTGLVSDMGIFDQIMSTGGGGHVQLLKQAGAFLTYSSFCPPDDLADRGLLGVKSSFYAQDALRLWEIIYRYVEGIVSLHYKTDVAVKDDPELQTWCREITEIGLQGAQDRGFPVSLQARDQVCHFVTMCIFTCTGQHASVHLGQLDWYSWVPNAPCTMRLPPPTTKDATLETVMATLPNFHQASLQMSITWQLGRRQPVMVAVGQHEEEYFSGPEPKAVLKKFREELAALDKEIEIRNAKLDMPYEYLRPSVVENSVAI
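Readout: Fe(III)-xylenol orange absorbance, 573-to-405 nm ratio as reaction progress. Enzyme 40 nM purified human 15hLO-1, substrate 50 uM arachidonic acid, 6 min RT after 15 min compound preincubation; Hepes pH 7.5 buffer with Triton X-100.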
HBB splice mod = hemoglobin beta splicing modulation. HBB splicing reporter cell assay, activation; EGFP reporter with mutant IVS2-654 intron; response scale: normalised to 500 nM splice-correcting PNA. Potency, µM (highest dose often 46.1 µM), inactives show at the highest dose activation, usual class: activators. 65,000 tested, 0.06% active; also: potency is read from the fitted curve at half-maximal effect; 0% is about no effect
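Compounds were applied for 2 days to HeLa EGFP-654 cells, 500/well in Optimem with 2% FCS. The reporter's EGFP is disrupted by mis-splicing of beta-globin intron IVS2-654. Readout: summed well GFP fluorescence from 488 nm laser scanning; reference was 500 nM antisense […] 654 PNA.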
Fluorescein fluor = fluorescein region autofluorescence. Compound autofluorescence, 480/540 nm, fluorescein-equivalent; active compounds read high. max fluorescein-equivalent concentration, M. 59,000 tested, 0.91% active; in the data active = max fluorescein-equivalent concentration above about 10 nM; inconclusive = between about 1.1 nM and that limit
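First, buffer (100 mM Tris, pH 8.0) dispensed; second, compounds and fluorescein standards pinned in; third, 15 min room-temperature incubation; finally, imaging at ex 480 nm/em 540 nm. Fluorescence normalized against the six-point fluorescein curve.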
HADH2 inh = HADH2 (human) dehydrogenase inhibition. recombinant HADH2, NADH fluorescence, beta-hydroxybutyryl-CoA. Potency, µM (series often up to 57.1 µM), for the others: at the highest dose activity change, negative = inhibition, actives largely listed as inhibitors. 73,000 tested, 3.4% active. AID 886; also: potency is read from the fitted curve at half-maximal effect; % is scaled to controls: 0 for no effect and ±100 for the full control effect; nearly all actives have a fitted effect of over 60% in size; many of its hits are not listed in these tables
Target sequence (Q99714 whole entry, looked up, one chain of several): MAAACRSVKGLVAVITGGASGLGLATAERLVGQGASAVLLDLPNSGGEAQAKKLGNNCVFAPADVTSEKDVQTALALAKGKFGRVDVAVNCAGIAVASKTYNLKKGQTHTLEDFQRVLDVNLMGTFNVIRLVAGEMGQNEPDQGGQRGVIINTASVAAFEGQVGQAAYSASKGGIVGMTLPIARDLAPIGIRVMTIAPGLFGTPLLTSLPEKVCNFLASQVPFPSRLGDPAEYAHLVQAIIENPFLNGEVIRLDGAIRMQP
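NADH fluorescence (ex 360/em 450 nm) read every 30 s for 4 min; activity taken as last-minus-first time point difference. Enzyme 20 nM, NAD+ 1 mM, beta-hydroxybutyryl-CoA 90 uM, pH 9.0 Tris buffer.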
Rhodamine autofl = compound fluoresces in the rhodamine spectral region; Rhodamine-region fluorescence, 547/598 nm, Tris buffer; active compounds read high; max dye-equivalent concentration, M; 59,000 tested, 0.05% active; AID 594; in the data active = max dye-equivalent concentration above about 11 nM; inconclusive = between about 1.1 nM and that limit
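Intrinsic compound fluorescence, ex 547 / em 598 nm, CCD imager. Tris 100 mM pH 8.0; 15 min RT. Output = rhodamine dye-equivalent concentration at each compound concentration.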
Epigenetic mod = derepresses silenced GFP locus in mouse C127i cells; mouse C127i GFP locus derepression, cytometry, 30 h; Potency, µM (titrated, usually from 46.1 µM), inactives show top-dose GFP derepression (activation); 68,000 tested, 0.09% active; also: % of control where 0% means no effect
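Read-out is the number of GFP-positive cells, scored as fluorescent objects 20 to 120 um wide, reflecting derepression of a silenced CMV-GFP reporter in murine C127i cells after 30 h compound exposure at 37 C.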
Texas Red fluor = compounds fluorescent in Texas Red spectral region; AID 587; 59,000 tested, 0.06% active; max dye-equivalent concentration, M; Compound fluorescence, Texas Red channel, 547/618 nm; active compounds read high; in the data active = max dye-equivalent concentration above about 10 nM; inconclusive = between about 1.1 nM and that limit
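Dye-equivalent concentrations come from scaling compound signal (ex 547, em 618 nm) to six Texas Red standard concentrations run on every plate, after 15 min room-temperature incubation in pH 8.0 Tris (100 mM).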
* = called active by the depositor; i = inactive; ? = inconclusive; / = not tested or not shown; & = joins results of further samples; ! = not active in a repeat; [ ] = dose if it differs, or a comment. Unless noted, calls follow the shape of the dose curve; as a rule, active = well fitted curve in the direction sought with a large enough effect; inconclusive = small, poorly fitted or top-dose-only effect, or another doubt; inactive = no such curve, though single readings can be large; an effect the other way counts as inactive or inconclusive.

SMILES	Hsp90 Hop PPI	UbGFP stabilizer	DNA Pol III inh	4MU fluor	15-hLO inh	HBB splice mod	Fluorescein fluor	HADH2 inh	Rhodamine autofl	Epigenetic mod	Texas Red fluor
CC1CCN(c2[nH]c(=S)c(C#N)c3c2CCCC3)CC1	/	/	/	i	/	/	i	/	i	0%[20.6 µM]	?
O=C(c1ccccc1)N1CCN(S(=O)(=O)N2CCCCC2)CC1	?	-3%	0%	i	8%	-0.5%	i	9%	i	0%	i
Cc1nnc(SCC(=O)NCCN2C(=O)CSC2=O)s1	-11%	-8%	4%	i	5%	0.7%	i	-1%	i	-2%	i
CC(C)(C)C(=O)C(Oc1cccc2nonc12)n1cncn1 (stereo unspecified)	-2%	-3%	-2%	?	6%	-2.7%[57.5 µM]	i	2%	i	-4%	i
CCOC(=O)N1CCC(NC(=O)Cn2cccc2C(=O)c2ccccc2C)CC1	1%	10%	1%	i	-6%	1.1%	i	-15%	i	0%	i
Cc1cc2c(nn1)CCc1nonc1-2	-2%	-7%	-2%	i	3%	0.4%	i	-1%	i	-3%	i
CCN1CC2=C(OC(N)=C(C#N)C2c2cccs2)/C(=C/c2cccs2)C1 (stereo unspecified)	-20%	2%	-7%	i	-30%	/	?	?	i	0%	i
Cc1ccc(S(=O)(=O)N(C)c2nonc2C)cc1	6%	3%	-7%	i	0%	0.0%	i	-3%	i	-2%	?
N#CC1=C(N)NC(SCc2ccc(Cl)cc2)=C(C#N)C12CCCCC2	/	/	/	i	/	/	?	/	i	8%[20.6 µM]	i
COc1ccc(CCC(C(O)C(F)(F)F)S(=O)c2ccccc2)cc1 (stereo unspecified)	0%	-4%	-7%	i	?	0.1%[57.5 µM]	i	-17%	i	2%	i
NC(=O)CNCCC(c1ccccc1)c1ccccc1	-1%	0%	-6%	i	20µM*!	-1.4%&0.9%	?	7%&4%	i	1%	?
CC(=O)N(c1ccc(Cl)cc1)c1c[nH]c2ccccc12	-2%[11 µM]	0%[9.17 µM]	2%[11.4 µM]	/	-14%[11.4 µM]	-1.4%[0.0738 µM]	/	-4%[11.4 µM]	/	-2%	/
COC(=O)c1ccc(Oc2nc3ccccc3n3c(C)nnc23)cc1	/	/	/	i	/	/	?	/	i	10%[20.6 µM]	i
Cc1cccc(C(=O)Nc2ccccc2C(=O)OCc2c(C)noc2C)c1	?	7%	5%	i	-9%	0.7%	i	-8%	i	-2%	i
CC(=O)Nc1nonc1NC(=O)CSc1ncn[nH]1	-1%	5%	2%	i	-1%	-2.1%	i	8%	i	-2%	i
O=C(CNC(=O)c1ccco1)OCc1ccc(C(=O)Oc2ccccc2)cc1	-1%	-3%	4%	i	5%	0.4%	?	5%	i	-3%	i
N#Cc1ccc(CN2CCCC3(CCN(C(=O)c4csnn4)CC3)C2)cc1	-4%	-4%	-3%	i	2%	2.4%	i	7%	i	2%[9.22 µM]	i
O=C1N[C@@H](Cc2cnc[nH]2)C(=O)N2CCC[C@@H]12	/	/	/	i	/	/	i	/	i	-4%[20.6 µM]	i
O=C(O)c1ccc(COCC(F)(F)F)cc1	-4%	0%	-2%	i	-1%	-0.2%	i	7%	i	4%	i
Cc1ccccc1N(CC(=O)NC1CCCC1)C(=O)CS(=O)CC(=O)Nc1ccc2c(c1)OCO2 (stereo unspecified)	-3%	3%	-1%	i	-10%	4.4%	?	-6%	i	-3%	?
COc1ccc(CCNC(=O)CSc2nnc(-c3cccc(F)c3)o2)cc1OC	4%	-4%	-5%	i	-2%	/	i	0%	i	1%	i
Cn1c(SCC(=O)NCc2ccc3c(c2)OCO3)nnc1-c1cccs1	-1%	2%	9%	i	3%	0.4%	?	0%	i	0%	i
CCOCCCNC(=O)CSc1ccccc1	-3%	9%	-4%	i	5%	-0.6%	i	4%	i	2%	i
CCOC(=O)C1CCCN(CC(=O)Nc2c(F)c(F)c(F)c(F)c2F)C1 (stereo unspecified)	4%	2%	-2%	i	8%	-6.3%	?	25%	i	0%	i
O=C(COc1ccc(-c2nnc(N3CCCCC3)c3ccccc23)cc1)N1CCCCC1	/	/	/	i	/	/	?	/	i	-4%[20.6 µM]	i

Look-ups from the list.
`CCN1CC2=C(OC(N)=C(C#N)C2c2cccs2)/C(=C/c2cccs2)C1` (stereo unspecified) in Hsp90 Hop PPI reads -20%
`COc1ccc(CCNC(=O)CSc2nnc(-c3cccc(F)c3)o2)cc1OC` in DNA Pol III inh reads -5%

Next records follow:
SMILES	Hsp90 Hop PPI	UbGFP stabilizer	DNA Pol III inh	4MU fluor	15-hLO inh	HBB splice mod	Fluorescein fluor	HADH2 inh	Rhodamine autofl	Epigenetic mod	Texas Red fluor
O=C(O)CSCc1cnn(-c2ccccc2)c1-n1cccc1	-1%	/	0%	i	5%	1.7%[0.369 µM]	?	6%	i	0%	i
Cn1cccc1C(=O)N1CCC2(CCCN(Cc3ccccc3)C2)CC1	-8%	0%	-4%	i	3%	3.0%	?	2%	i	3%[9.22 µM]	i
CN1CCN(CCCC(=O)c2ccc(F)cc2)CC1	1%	2%	-2%	i	-7%	/	i	2%	i	0%	i
CCN(c1ccccc1)S(=O)(=O)c1ccc(C(=O)Nc2nnc(COC)o2)cc1	?	-12%	0%	i	36%[activator]	-2.6%	i	-4%	i	17%	i
O=C(NC1CCCCCC1)c1c(O)c2ccccc2[nH]c1=O	3%	2%	-8%	i	-1%	/	?	-2%	i	1%	i
C=CCN1C(=O)C(O)(CC(=O)c2ccccc2)c2ccccc21 (stereo unspecified)	-1%	-1%	3%	i	5%	-0.3%[57.5 µM]	?	-3%	i	-1%	i
CN1CCN(S(=O)(=O)c2ccc(Sc3nnc(-c4cccs4)n3-c3ccccc3)nc2)CC1	-8%	1%	1%	i	-6%	3.8%	i	13%	i	1%	i
Cc1cc(C)c(C#N)c(SCS(=O)c2ccc(C(C)(C)C)cc2)n1 (stereo unspecified)	7%	-7%	0%	i	-11%	0.5%	i	6%	i	-2%	i
CCN1CCN(CC(=O)Nc2cc(F)ccc2C)CC1	-2%	-2%	-1%	i	6%	0.4%[57.5 µM]	i	-5%	i	1%	i
CCC(C)n1cnc2c(c1=O)c1nc3ccccc3nc1n2-c1ccc2c(c1)OCCO2 (stereo unspecified)	0%	3%	-4%	2.9e-08M*	-5%	1.2%[57.5 µM]	i	11%	i	0%	i
CC1CCN(C(=O)C2CCN(CCCc3ccccc3)CC2)CC1	?	6%	-8%	i	-2%	/	i	12%	i	2%	i
Nc1ccc(N2CCOCC2)c(Cl)c1	-17%	0%	-4%	i	12%	2.3%	?	6%	i	-3%	i
COc1cccc(N2CC(O)=C(c3nc4ccccc4c(=O)[nH]3)C2=N)c1	-4%	-3%	-10%	?	-4%	-0.4%	?	3%	i	1%	?
CCOC(=O)c1cc2c(ccn2C)n1Cc1ccccc1C	-14%	7%	-7%	i	-15%	-2.1%	?	-6%	i	0%	i
Cc1ccccc1-c1nc(CS(=O)(=O)CC(=O)Nc2cc(F)ccc2F)c(C)o1	6%	1%	0%	/	-20%	-1.9%	/	61%[activator]	/	-3%	/
CN(C)CCNc1nc2c(c(=O)n(C)c(=O)n2C)n1C	-4%[11 µM]	-2%[9.17 µM]	-6%[11.4 µM]	i	7%[11.4 µM]	1.1%[9.22 µM]	i	7%[11.4 µM]	i	-1%[9.22 µM]	i
Cc1ccc(S(=O)(=O)NCc2cn3ccsc3n2)c(C)c1	-4%	0%	-3%	i	8%	-0.8%	i	7%	i	-1%	i
CCOc1ccccc1NS(=O)(=O)c1ccc(OC)c(OC)c1	3%	-6%	-6%	i	4%	9.0%	i	7%	i	-1%	i
CC(C)(C)N1C(=O)c2ccc(C(=O)Nc3nccs3)cc2C1=O	-7%	-9%	-6%	/	4%	-0.7%	/	-12%	/	-3%	/

Grouped by structure, those above with a COOH group
SMILES	Hsp90 Hop PPI	UbGFP stabilizer	DNA Pol III inh	4MU fluor	15-hLO inh	HBB splice mod	Fluorescein fluor	HADH2 inh	Rhodamine autofl	Epigenetic mod	Texas Red fluor
O=C(O)c1ccc(COCC(F)(F)F)cc1	-4%	0%	-2%	i	-1%	-0.2%	i	7%	i	4%	i
O=C(O)CSCc1cnn(-c2ccccc2)c1-n1cccc1	-1%	/	0%	i	5%	1.7%[0.369 µM]	?	6%	i	0%	i

Screening data: PubChem, National Center for Advancing Translational Sciences (NCATS)

These rows are one share of the data. The share of hits here may be higher or lower than overall.
